TNF death inh: inhibitors of TNF-alpha triggered necroptosis, primary screen, cell-based, Jurkat FADD-/-, single concentration; Jurkat FADD-/- TNF necroptosis rescue, ATP luminescence, 24 h; 0 = TNF only, 100 = no-TNF cells; actives 0.068% (n = 220,000); AID 463075, 2010; activation (protection from cell death), % at 10 µM;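 active = activation, meaning protection from cell death, of at least 50% relative to plate controls; inactive = activation below 50%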;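 also: necroptosis triggered by 40 ng/mL TNF-alpha added together with compound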
PGE2 EP2 inh: human EP2 receptor antagonists, primary screen, TR-FRET cAMP, C6 glioma cells; C6 glioma cells expressing human EP2; cells stimulated with saturating PGE2; inhibition, % at 25 µM; actives 0.52% (n = 260,000); AID 1422, 2008;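 active = percent inhibition above 40 after rounding to a whole number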;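 also: rat C6 glioma host cells with rolipram phosphodiesterase inhibitor present; the protocol text gives 20 µM as final concentration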
Hck Nef HTS: inhibitors of Nef-activated human Hck kinase, primary screen, biochemical, Z-Lyte FRET, 384-well, Hck-YEEI; Tyrosine-protein kinase HCK (Homo sapiens), P08631; Recombinant Hck-YEEI plus Nef, Z-Lyte FRET kinase assay; inhibition, % at 20 µM; actives 0.68% (n = 220,000); AID 463187, 2010;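 active = Hck-Nef kinase inhibition above about 50%, limit read from the data; inactive = inhibition below that limit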;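 also: 0% = DMSO with Hck plus Nef and 100% = Hck alone without Nef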
Target sequence (P08631 whole entry, looked up): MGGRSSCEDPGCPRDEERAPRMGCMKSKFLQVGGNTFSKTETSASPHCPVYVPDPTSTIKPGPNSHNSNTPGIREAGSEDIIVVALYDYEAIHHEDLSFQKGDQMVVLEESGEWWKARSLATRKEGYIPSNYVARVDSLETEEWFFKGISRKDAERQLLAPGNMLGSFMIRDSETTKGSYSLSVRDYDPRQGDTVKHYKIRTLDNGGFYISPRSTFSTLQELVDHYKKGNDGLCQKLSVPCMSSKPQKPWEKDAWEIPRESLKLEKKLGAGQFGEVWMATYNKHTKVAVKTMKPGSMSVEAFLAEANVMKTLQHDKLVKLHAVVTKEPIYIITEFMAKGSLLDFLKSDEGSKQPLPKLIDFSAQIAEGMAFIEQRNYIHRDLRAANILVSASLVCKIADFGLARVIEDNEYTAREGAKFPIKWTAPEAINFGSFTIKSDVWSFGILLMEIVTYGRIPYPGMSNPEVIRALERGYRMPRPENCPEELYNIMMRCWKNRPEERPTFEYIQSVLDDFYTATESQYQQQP
EP2 mod: EP2 receptor modulators, cAMP readout, primary screen, cell-based, HTRF cAMP, PGE2 stimulation; EP2-expressing cells, cAMP HTRF FRET, PGE2 co-stimulation; induction, % at 25 µM; actives 0.83% (n = 260,000);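 active = compounds whose cAMP rise, as percent of the full-agonist control response, exceeds 60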;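 also: rat C6 glioma line stably carrying human EP2 under a CMV promoter; the protocol text gives 20 µM as final concentration; 100% = response of wells given 1 µM PGE2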
Runt-SMMHC FRET: inhibitors of RUNX1 Runt–CBFb-SMMHC binding, primary screen, biochemical, FRET, Cerulean-Runt, Venus-CBFb-SMMHC, uHTS; Runt-related transcription factor 1 (Homo sapiens) + Core-binding factor subunit beta …; Cerulean-Runt/Venus-CBFb-SMMHC FRET ratio 530/480, 1 h; actives 0.74% (n = 220,000); inhibition, % at 20 µM;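 active = mean inhibition across duplicate retests at 20 µM reaching about 50%, limit read from the data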;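 also: 0% = DMSO wells and 100% = wells with excess untagged CBFb-SMMHC; inhibitors lower the FRET ratio by blocking Runt binding to CBFb-SMMHC; some results filed as inactive read as strong as hits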
RBBP9 inhibitor: human RBBP9 inhibitors, primary screen, biochemical, fluorescence polarization, FP-Rh probe, HTS; Serine hydrolase RBBP9 (Homo sapiens), O75884; recombinant RBBP9; inhibition, % at 7.94 µM; actives 0.2% (n = 220,000); AID 1515, 2009;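 active = inhibition above the campaign mean of all tested compounds plus 3 SD, cut at about 14% in these data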;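 also: plate controls were DMSO wells with RBBP9 for no effect and wells lacking RBBP9 protein for full effect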
Target sequence (O75884 whole entry, looked up): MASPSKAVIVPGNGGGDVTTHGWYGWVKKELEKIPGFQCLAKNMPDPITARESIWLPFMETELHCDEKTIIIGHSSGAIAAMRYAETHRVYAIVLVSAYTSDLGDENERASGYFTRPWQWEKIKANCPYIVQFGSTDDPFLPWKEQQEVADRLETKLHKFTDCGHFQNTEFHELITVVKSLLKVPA
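System: RBBP9 protein / Quantity: 2.5 µM RBBP9 dispensing solution, before mixing / Also added: Serine-hydrolase probe FP-Rh, 375 nM pre-mixing / Dosing: 7.94 µM single dose, 0.794% DMSO / Timing: enzyme-compound preincubation 30 min, then probe labeling 45 min, 25 °C / Signal: FP readout at 525/598 nm / Controls: DMSO-treated enzyme wells and wells lacking RBBP9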
PERK inhibitor: block of dimerizer-induced PERK translation repression, primary screen, PERK inhibitor project, CHO PERK-DD cells, SEAP luminescence, HTS; Eukaryotic translation initiation factor 2-alpha kinase 3 (Homo sapiens), Q9NZJ5; CHO PERK-DD fusion, SEAP luminescence translation reporter; inhibition, % at 5.6 µM; actives 0.17% (n = 220,000); AID 1416, 2008;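 active = inhibition above the mean inhibition of all tested compounds plus 3 SD, set separately per screening campaign, cut at about 2.9% in these data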;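 also: PERK kinase domain activated by AP20187 dimerizer at 100 nM; 0% = DMSO with dimerizer and 100% = rapamycin at 8.4 µM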
Runt-CBFb FRET: inhibitors of RUNX1 Runt–CBFb binding, primary screen, biochemical, FRET, Cerulean-Runt, Venus-CBFb, uHTS; inhibition, % at 20 µM; actives 0.46% (n = 220,000); Cerulean-Runt/Venus-CBFb FRET ratio 530/480, 1 h; AID 1496, 2009; Runt-related transcription factor 1 (Homo sapiens) + Core-binding factor subunit beta …;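 active = inhibition over about 50% at 20 µM in the single-dose screen, limit read from the data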;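 also: 0% = DMSO wells and 100% = excess unlabeled CBFb competitor control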
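test system = Cerulean-tagged RUNX1 Runt domain (FRET donor) fusion protein | reagent = Venus-CBFb binding partner, 100 nM | incubation = protein complex preformed 1 h, compound exposure 1 h, room temperature, dark | detection = FRET fluorescence | read-out basis = loss of energy transfer signal | controls = 5 µM unlabeled CBFb as full-inhibition high control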
zVAD death inh: inhibitors of zVAD-triggered necroptosis, primary screen, L929 cells | L929 zVAD necroptosis rescue, ATP luminescence, 24 h; with zVAD 60 µM | viability rescue, % at 10 µM | actives 0.38% (n = 220,000) | AID 1377, 2008;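 active = activation, scaled between plate controls, above about 75%, limit read from the data; inactive = activation under that limit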;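 also: 0% = zVAD with DMSO and 100% = DMSO alone without zVAD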
The depositor's hits bear a star; x = not tested or not shown; & = joins results of further samples. Only part of the results is shown. The share of hits here may be higher or lower than overall.

SMILES	Runt-SMMHC FRET	TNF death inh	PGE2 EP2 inh	EP2 mod	RBBP9 inhibitor	Runt-CBFb FRET	Hck Nef HTS	PERK inhibitor	zVAD death inh
CCOC(=O)N1CCC(c2cc(=O)n(-c3ccccc3)[nH]2)CC1	1	-0.4	3	12	-7	-6	4	0.4	-0.8
O=C1S/C(=C\c2ccc(N3CCOCC3)o2)C(=O)N1Cc1ccc(F)cc1	46	-2.8	8	4	-7	14	1	1.0	0.1
O=[N+]([O-])c1ccc(Sc2nccn2Cc2ccccc2)c([N+](=O)[O-])c1	-1	-13	7	-2	-4	2	2	-0.6	-0.1
COc1cc(C2C3C(=O)N(c4ccccc4)C(=O)C3ON2c2ccccc2)cc(OC)c1OC (stereo not drawn)	0	-1.5	11	29	-3	-3	-1	-0.2	0.2
c1ccc(CCN(Cc2ccccc2)C2CCN(C3CCCC3)CC2)cc1	2	1.5	6	4	-9	-2	5	0.2	-0.7
CC1CCN(S(=O)(=O)c2ccc(-c3nnc(SCc4cccnc4)o3)cc2)CC1	-3	-2.5	13	37	-4	-4	0	0.2	-0.2
Cc1ccccc1C1(CCN2CCCCC2)CCOC(C)(C)C1 (stereo not drawn)	-3	2.1	9	19	-5	-3	1	0.5	0.4
O=C(NCCN1CCCC1)c1ccc2c(c1)N(Cc1ccc(F)cc1)C(=O)c1ccccc1S2=O (stereo not drawn)	1	2.3	12	-48	-3	-1	-5	-0.1	0.6
COc1cc(OC)c(C2=NOC(C(=O)Nc3c(C)nn(CC(=O)N4CCCC4)c3C)C2)cc1Cl (stereo not drawn)	-2	-1.7	1	15	1	0	-7	1.5	0.0
COC(=O)[C@H](CCSC)NC(=O)NC1CC1	2	-0.3	9	9	-5	0	4	1.0	0.3
CC(C)=NNc1nc(-c2ccccc2)cs1	-47	0.4	5	-8	-6	11	2	0.3	-0.1
O=C(Cc1cc(=O)[nH][nH]1)N/N=C/c1ccccc1Cl	-2	0.7	18	29	-4	3	3	1.6	0.1
CC(=O)c1cccc(NC(=O)C2CCCN(S(=O)(=O)c3ccc(F)cc3)C2)c1 (stereo not drawn)	0	1.1	5	-18	-10	0	3	-1.7	1.2
CCC(=O)N1CCc2cc(S(=O)(=O)NCCC(=O)Nc3ccccc3C)ccc21	4	-0.6	7	32	-6	-1	-1	-0.3	-0.5
COc1cc(C2SCCS2)cc(Br)c1Oc1ncccc1[N+](=O)[O-]	2	-1.8	6	5	-4	0	15	1.3	-0.4
COC(=O)/C(C#N)=C/c1c(Oc2cccc(C)c2C)nc2ccccn2c1=O	8	2.2	1	25	3	6	8	-0.5	0.6
O=C1CCCCC(=O)c2ccccc2N1	-2	-1.1	10	6	-2	0	0	1.0	-0.1
N/C(=N\OC(=O)COc1cc(Cl)c(Cl)cc1Cl)c1ccccn1	0	-0.2	7	-28	-2	-2	14	1.6	1.9
COC(=O)CSc1nnc(-c2ccc(S(=O)(=O)NCc3cccs3)cc2)o1	-2	-1.0	11&10	-28&-28	2	-2	-1	0.0	0.4
COc1ccc(N2CCN(Cc3nc4scc(-c5ccccc5)c4c(=O)[nH]3)CC2)cc1	-3	3.1	9	-25	3	-2	5	-0.9	1.6
C/C(=N\NC(=O)c1cccc(S(=O)(=O)N2CCOCC2)c1)c1ccco1	-4	3.3	5	0	-3	0	23	0.8	0.5
CC12C(=O)N(c3ccccc3C(=O)O)C(=O)C1C1C=CC2C1 (stereo not drawn)	0	1.1	4	10	0	-2	0	-0.3	3.0
Cc1onc(-c2ccccc2)c1C(=O)Nc1sc2c(c1C#N)CCC2	7	-5.8	9	18	-7	9	18	0.1	-0.5
Cc1ccccc1Nc1nc(N)nc(CSc2nnnn2-c2ccccc2)n1	-1	0.7	9	6	-1	-1	1	0.9	1.6
CCOCCCNS(=O)(=O)c1ccc(NC(=O)c2ccc([N+](=O)[O-])cc2Cl)cc1	57	2.6	11	-32	-7	0	2	-0.6	1.6
COc1ccc(NC(=O)CSc2ccc(C)cc2)cc1	5	5.0	10	-5	1	-2	6	0.9	0.1
CC(=O)Nc1ccccc1O	0	1.2	13	18	0	0	-5	2.5	0.9
O=C(COc1cccc2ccccc12)N1CCN(c2ccccc2)CC1	-10	0.2	14	-43	-9	-2	0	-1.1	0.0
O=C(Cn1cnc2ccccc21)Nc1cccc([N+](=O)[O-])c1	-6	0.9	7	-41	-1	2	20	0.6	0.0
CC(C)(C)NC(=O)/C(=C\C=C\c1ccccc1)NC(=O)c1ccc([N+](=O)[O-])cc1	0	2.9	5	24	-9	0	2	-0.8	x
CC(=O)Oc1ccc2c(c1)OC(c1ccccc1)CC21CC(C)(C)NC(=S)N1 (stereo not drawn)	3	-3.4	x	4	-9	-3	-2	0.5	-0.1
CCOc1cc(C(=O)O)cc(Cl)c1OC	-4	-0.7	4	27	0	-1	5	1.4	0.0
CCOc1ccccc1NC(=O)C1CCN(C(=O)Cc2ccccc2)CC1	-2	3.5	2	-6	-9	-1	20	-0.1	0.9
O=C(C1=NN[C@@H]2C(=O)N(c3ccccc3C(F)(F)F)C(=O)[C@H]12)C(c1ccccc1)c1ccccc1	0	-0.2	33	17	-7	1	0	0.5	0.2
COc1ccc(NC(=O)CSc2ccc(NC(C)=O)cc2)cc1S(=O)(=O)N1CCCCC1	-3	-0.3	9	28	-5	1	6	0.5	x
C=CCNC(=S)NNC(=O)CSc1nc2ccccc2s1	5	-0.8	8	25	-2	1	-6	0.4	x
CCN(CC)c1ccc2cc(C(=O)NNC(=O)c3ccc(S(=O)(=O)N4CCCCC4)cc3)c(=O)oc2c1	63*	2.5	6	-24	-1	66*	1	0.9	0.3
CSc1sc(C(=O)Nc2ccc(F)cc2F)c2c1C=CCC2	0	-0.8	5	-13	-7	1	16	-1.2	-0.1
CC1(C)CC(=O)C(C=Nc2ccccc2)=C(O)C1	-9	-2.7	10	-3	8	4	2	-0.8	-0.6
CCSc1nnc(NC(=O)COc2ccccc2)s1	2	0.8	7	-2	-6	0	-1	-0.4	-1.1
Cn1ncc(Br)c1C(=O)N1CCN(C(=O)c2ccco2)CC1	2	1.6	7	7	-1	-1	1	0.2	0.2
O=S(=O)(NC1CC1)c1ccc(S(=O)(=O)N2CCC3(CC2)OCCO3)cc1	2	1.5	12	-2	-8	-2	23	0.7	0.2
Cc1noc2ncnc(Oc3ccc4ccccc4c3)c12	7	-1.3	x	24	3	-1	0	0.1	0.3
O=c1c(F)cn(C2CCCO2)c(=O)n1Cc1ccc(Cl)cc1 (stereo not drawn)	0	0.4	9	-35	-6	-1	14	1.6	-0.9
O=S1(=O)CCC(NC(=S)N2CCCCC2)C1 (stereo not drawn)	2	2.4	8	-4	4	-1	3	1.5	-0.3
Cc1cc(C)c2c(n1)SCC(=O)N2CC(=O)NCCC1=CCCCC1	-4	0.8	15	24	-9	0	-1	0.3	2.1
CN(C)C(=O)CNC(=O)C1CCCCC1	-3	-0.4	15	15	-6	0	0	0.4	-0.3
Cc1ccc2nc(-c3ccccc3)nc(SC(C)C(=O)NCc3cccs3)c2c1 (stereo not drawn)	39	-2.3	x	29	-5	5	-1	0.6	-0.4
O=C(CSc1nc2c(cnn2-c2ccc(F)cc2)c(=O)[nH]1)N1N=C(c2cccs2)CC1c1ccc(F)cc1 (stereo not drawn)	3	-0.1	10	42	1	1	2	1.0	x
CCC1(C)Nc2ccccc2C(=O)N1O (stereo not drawn)	5	0.6	17	1	0	0	-1	0.7	0.9
CC(=O)NC1C(OCc2ccccc2)OC2COC(C)(C)OC2C1O (stereo not drawn)	1	0.7	5	22	5	1	18	1.6	-0.8
Cc1ccc(/C=C2\SC(=S)N(CCCC(=O)Nc3ccccn3)C2=O)cc1	-1	0.3	10	-9	1	-6	1	1.1	0.2
C=CCN(CC=C)S(=O)(=O)c1ccc(NC(=S)NC(=O)c2ccc(-c3ccccc3)cc2)cc1	6	-3.0	11	-7	-9	6	8	0.1	-0.1
Nc1cc(Oc2ccc(F)cc2F)cc([N+](=O)[O-])c1	-2	-1.1	2	-18	-3	-4	20	0.7	1.0
Cc1ccc(S(=O)(=O)c2nc(NCc3ccc4c(c3)OCO4)sc2Cl)cc1	2	-3.7	6	29	-16	0	2	0.6	0.2
CCCCN(CC)CCNc1c(NC2CCN(C(=O)OCC)CC2)c(=O)c1=O	-1	2.0	9	19	-1	-1	0	-0.7	6.7
Cc1ccccc1CN1CCN(CC(=O)NCc2ccco2)C1=O	-2	-2.5	10	16	-7	0	1	0.9	0.0
COC(=O)c1cc(NC2c3ccccc3C(=O)N2c2ccc(Cl)cn2)cc(C(=O)OC)c1 (stereo not drawn)	-4	4.2	10	31	2	-7	-2	0.4	-0.4
CCOCCCNC(=O)c1ccc(NC(C)=O)cc1	-6	-0.9	17	-5	-7	4	-15	1.1	0.2
CCN(CC)S(=O)(=O)c1cccc(NC(=O)CN(C)Cc2cccc(OC)c2)c1	-2	3.8	7	-1	-13	0	7	-1.5	-0.5
Cc1cccc(NC(=S)N=Nc2c(O)[nH]c3ccccc23)c1	-3	-6.3	11	-23	-5	-4	8	-2.2	0.5
CCOC(=O)N1N=C(C)CC1(O)c1ccc(Cl)cc1 (stereo not drawn)	-2	17	7	29	2	0	-17	0.9	-0.2
CC(C)Oc1ccccc1OCCCCn1cnc2ccccc2c1=O	0	-0.2	10	-8	-1	-3	-61	0.2	2.6

Screening data deposited in PubChem BioAssay by several laboratories.
